# OX1R antag-1: OX1R (HCRTR1) antagonists, primary screen, fluorescence, CHO/OX1R cells, Fluo-8 calcium, orexin A; 0.43% of 330,000 active; AID 434989, 2010; Fluo-8 calcium fluorescence; Orexin/Hypocretin receptor type 1 (Homo sapiens), O43613; inhibition, % at 5 µM;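 active means inhibition above its plate's threshold, mean inhibition of all tested compounds on the plate plus 3 SD, cut at about 37% in these data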;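 further: 0% = orexin A challenge wells and 100% = SB-334867-A antagonist wells; not every result past the cut was called active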
# Target sequence (O43613 whole entry, looked up): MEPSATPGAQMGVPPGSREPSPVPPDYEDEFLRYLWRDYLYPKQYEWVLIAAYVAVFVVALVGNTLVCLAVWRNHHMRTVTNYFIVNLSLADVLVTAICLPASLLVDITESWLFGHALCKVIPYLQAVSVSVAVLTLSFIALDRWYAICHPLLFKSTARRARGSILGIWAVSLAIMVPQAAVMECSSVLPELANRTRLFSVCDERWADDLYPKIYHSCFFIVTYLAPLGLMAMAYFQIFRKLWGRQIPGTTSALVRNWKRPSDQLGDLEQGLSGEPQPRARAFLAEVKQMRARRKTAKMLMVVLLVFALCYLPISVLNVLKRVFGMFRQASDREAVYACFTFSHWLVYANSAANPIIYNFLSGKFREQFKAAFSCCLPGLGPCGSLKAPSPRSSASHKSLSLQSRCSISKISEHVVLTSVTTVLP
# OX1R antag-2: antagonists of human orexin 1 receptor (OX1R); Orexin/Hypocretin receptor type 1 (Homo sapiens), O43613; OX1R-expressing cells, FRET antagonist read-out; inhibition, % at 6.6 µM; 1.8% of 330,000 active; AID 485270, 2010; in the data active means inhibition mostly above about 38%, no sharp cut-off; inactive means mostly below about 40%;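 further: 0% = agonist challenge alone and 100% = reference antagonist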
# * marks the source's active call; other numbers are inactive results.
SMILES,OX1R antag-1,OX1R antag-2
CN(Cc1ccco1)C(=O)Cn1ncc2c([nH]c3ccccc32)c1=O,-12,24
O=C(Nc1nc(-c2ccccn2)cs1)C12CC3CC(CC(O)(C3)C1)C2,-28,20
CC[C@H](C)[C@@H]1NC(=O)c2cc([N+](=O)[O-])cc(I)c2NCC[C@@H](C(N)=O)NC(=O)[C@H](CCCN=C(N)N)NC1=O,-1,23
COc1cc(NC(=O)CSc2nncn2C)cc(OC)c1OC,-5,19
Cc1ccc(OCC(=O)Nc2ccc3oc(=O)ccc3c2)c(C)c1,-18,19
COc1ccc(OCCCCOc2ccccc2Cl)cc1,3,10
N#Cc1ccc(Oc2ccc(-c3nc4ccccc4nc3-c3ccccc3)cc2)cc1C#N,-17,1
CN(Cc1c(O)ccc2c1oc(=O)c1ccccc12)C1CCCCC1,-21,10
O=C(CSc1nc(O)cc(=O)n1-c1ccccc1)Nc1ccc2c3c(cccc13)CC2,-17,5
NC(=O)c1ccccc1NC(=O)Cc1cccs1,-5,5
CCn1nc(C)c(/C=C/C(=O)Nc2ccc(C)cc2C)c1C,-10,17
CC1(c2nnc(-c3ccc(F)cc3)o2)CC(c2cccc(Cl)c2)=NO1 (configuration not stated),-34,25
Cc1nc(SCc2ccccc2)c2oc3ccccc3c2n1,-30,18
CN1CCN(CCCNC(=O)c2ccc(/C=C3\Oc4ccccc4N(Cc4ccc(Cl)cc4)C3=O)cc2)CC1,-27,5
O=C(NNS(=O)(=O)c1ccccc1F)c1ccccc1-n1cccc1,-15,30
CCC(=O)N/C(=N/c1nc(C)cc(C)n1)Nc1cccc(OC)c1,-30,3
O=C1c2cccc3cc(Br)cc(c23)C(=O)N1Nc1ccc(Br)cc1,-5,7
COc1ccc(NC(=O)CN2CCCCC2)cc1,-11,1
O=C(O)CN(c1ccccc1)C1SC(=O)NC1=O (configuration not stated),9,24
Cn1c(=O)[nH]c2ncccc21,-12,2
CC(C)N(Cc1ccccc1)C(=O)COc1ccccc1,-21,13
COc1ccc(NS(=O)(=O)c2ccc(Oc3c(C#N)cccc3C#N)cc2)cc1,39,23
FC(F)(F)c1cccc(-n2cccc2/C=N/n2cnnc2)c1,2,17
O=C(c1ccc(-c2ccccc2)cc1)N1CCC(C(=O)N2CCCC2)CC1,-21,9
CC(=O)Nc1ccc(NC(=O)CN(c2ccc(F)cc2)S(=O)(=O)c2ccc3c(c2)OCCO3)cc1,-31,-3

# The last five compounds of the section before open the next one.
SMILES,OX1R antag-1,OX1R antag-2
CC(C)N(Cc1ccccc1)C(=O)COc1ccccc1,-21,13
COc1ccc(NS(=O)(=O)c2ccc(Oc3c(C#N)cccc3C#N)cc2)cc1,39,23
FC(F)(F)c1cccc(-n2cccc2/C=N/n2cnnc2)c1,2,17
O=C(c1ccc(-c2ccccc2)cc1)N1CCC(C(=O)N2CCCC2)CC1,-21,9
CC(=O)Nc1ccc(NC(=O)CN(c2ccc(F)cc2)S(=O)(=O)c2ccc3c(c2)OCCO3)cc1,-31,-3
Cc1cc(N2CCCCC2)nc2c(C)cccc12,-12,6
Cn1c(CN2CCCC2)nc2cc(NC(=O)COc3ccc([N+](=O)[O-])cc3)ccc21,5,18
COc1ccc(N(CC(=O)NCCC2=CCCCC2)S(C)(=O)=O)cc1OC,-8,8
Cc1cc(NC(=O)CCN2C(=O)C3C4C=CC(C4)C3C2=O)c2ccccc2n1 (configuration not stated),-3,5
COc1ccc(NC(=O)C2CCN(C(=O)[C@@H]3Cc4ccccc4CN3)CC2)cc1,-9,5
COC(CNC(=O)C(=O)NCC1OCCN1S(=O)(=O)c1ccccc1)OC (configuration not stated),-5,15
Oc1ccc(C2=Nn3c(nnc3-c3ccco3)SC2)cc1O,7,18
CC(=O)Oc1ccc(C(=O)NC(C)CCc2ccccc2)cc1 (configuration not stated),-11,-1
Cc1ccc(CC(=O)NCCCc2ccccc2)cc1,-5,13
CCCCn1c2c(c(=N)c3ccccc31)CCC2,-1,13
CC1=NN(c2ccccc2)C(=O)C1/C=C1/NC(=S)NC1=O (configuration not stated),-2,16
Cc1ccc(C(=O)NC(NC(=S)Nc2ccc(S(N)(=O)=O)cc2)C(Cl)(Cl)Cl)cc1 (configuration not stated),6,13
Cc1cccc(NC(=O)C2CCCN(c3cnccn3)C2)c1 (configuration not stated),-7,21
COc1ccc2nc(NC(=O)/C=C/c3ccc4c(c3)OCO4)sc2c1,-3,1
CCOC(=O)c1nnn(-c2ccccc2C#N)c1C,-4,9
CNC(=S)N(CCc1c(C)[nH]c2ccc(OC)cc12)Cc1cc(OC)c(OC)c(OC)c1,-31,10
COc1ccc(OC)c(NC(=O)C2CCN(S(=O)(=O)c3ccc4c(c3)CC(C)N4C(C)=O)CC2)c1 (configuration not stated),0,12
C#CCN1C(=O)C(O)(CC(=O)c2cc(OC)ccc2OC)c2ccccc21 (configuration not stated),-2,8
COC(=O)C1CCN(C(=O)c2cc3ccccc3oc2=O)CC1,-18,8
COc1ccc(NC(=O)Cc2ccc(Cl)c(Cl)c2)cn1,-25,5
CCOc1ccc(C(=O)CC(C(=O)O)N2CCN(Cc3ccccc3)CC2)cc1 (configuration not stated),1,1
CCOC(=O)c1sc2nc(C)nc(SCC(=O)N(C)C3CCS(=O)(=O)C3)c2c1C (configuration not stated),-11,5
Cn1c(=O)c(C(=O)NCc2ccccc2Cl)c(O)c2ccccc21,-17,11
Nc1nc(SCC(=O)NCC2CCCO2)n[nH]1 (configuration not stated),-4,-5
Cn1c(SCC(=O)Nc2ccc3c(c2)CCC3)nnc1C1CC1,-18,8
SMILES,OX1R antag-1,OX1R antag-2
CC1CC2(NC(=O)NC2=O)C(C)CN1C (configuration not stated),-21,17
O=C(Nc1ncn[nH]1)c1ccccc1O,-3,9
COc1ccc(-c2nc(NC(=O)CCNC(=O)c3ccco3)sc2C)cc1,-18,16
CCCCCCc1nc(C(N)=O)c2[nH]c(=O)n(-c3ccc(OCC)cc3)c2n1,-14,20
CCCCn1c(N)c(N(CCC(C)C)C(=O)C2CCCC2)c(=O)[nH]c1=O,-24,-2
CCC(C)NC(=O)CCSCCC(=O)NC(C)CC (configuration not stated),-10,4
O=C(COC(=O)COc1ccccc1)NC1CCCC1,-5,-1
COc1cc(OC)cc(C(=O)N[C@H](C(=O)OCc2cc(=O)oc3cc(C)ccc23)C(C)C)c1,-31,19
COc1cc(OC)cc(-c2sc3ccc(OC)cc3c2C#CCO)c1,14,17
COC(=O)C1CC(=O)N(Cc2ccccc2)C1 (configuration not stated),-14,10
COc1ccccc1OCCNC(=O)Cc1ccc(S(=O)(=O)N2CCOCC2)s1,-16,12
Cc1ccc2c(C)c(C(=O)N(Cc3ccccc3)C3CCS(=O)(=O)C3)oc2c1 (configuration not stated),-17,7
O=C(CN(CCc1ccccc1)C(=O)CNS(=O)(=O)c1ccc(F)cc1)NCc1ccco1,-13,5
Nc1nc(-c2ccc(F)cc2)cs1,-12,6
NC(=O)CC(NC(=O)Cc1cccc2ccccc12)c1ccc(NCCc2ccccc2F)c([N+](=O)[O-])c1 (configuration not stated),-16,8
Cc1ccc(OC(C)C(=O)Nc2ccc(S(=O)(=O)N3CCOCC3)cc2)cc1 (configuration not stated),11,0
C=CC[C@H](CC(=O)NCCO)C(=O)N[C@H](COC(=O)[C@H](CC=C)CC(=O)OC(C)(C)C)Cc1c[nH]c2ccccc12,-10,4
C#Cc1ccc([C@H]2C=C(C(=O)OCC=C)O[C@@H](OCC)[C@@H]2CCCO)cc1,-35,18
CN(C)S(=O)(=O)c1ccc(SCC(=O)N2CC(=O)Nc3ccccc32)nc1,-1,9
C=CCN1CCCC1CNC(=O)c1cc2[nH]nnc2cc1OC (configuration not stated),-1,11
Cc1ccc(N2CC(C(=O)Nc3ncc([N+](=O)[O-])s3)CC2=O)cc1 (configuration not stated),-4,48
CC(=O)N1c2ccc(S(=O)(=O)NCCC(=O)Nc3ccc(F)cc3)cc2CC1C (configuration not stated),0,13
O=C(NCCN1CCCCC1)c1ccc(Oc2cc(Cl)cc(Cl)c2)o1,-25,17
COc1ccc(CCN(C(=O)C(F)(F)F)C(C(=O)NC2CCCCC2)c2ccc(C)s2)cc1OC (configuration not stated),-14,7
Cc1cc(=O)[nH]c(N/N=C/c2ccco2)n1,-8,13

# 4 compounds picked at random from those above:
SMILES,OX1R antag-1,OX1R antag-2
CN(C)S(=O)(=O)c1ccc(SCC(=O)N2CC(=O)Nc3ccccc32)nc1,-1,9
COc1cc(OC)cc(-c2sc3ccc(OC)cc3c2C#CCO)c1,14,17
O=C(NCCN1CCCCC1)c1ccc(Oc2cc(Cl)cc(Cl)c2)o1,-25,17
COc1ccccc1OCCNC(=O)Cc1ccc(S(=O)(=O)N2CCOCC2)s1,-16,12

# Next part.
SMILES,OX1R antag-1,OX1R antag-2
CC(C)N(CCn1cnc2c([nH]c3ccccc32)c1=O)C(C)C,-24,2
CCn1cc(CNC(=S)Nc2cccc3ccccc23)cn1,-7,9
CC(C)(O)c1[nH]c2ccc(C#N)cc2c1C(C)(C)O,-18,16
COC(=O)c1c(N)c(C#N)c2n1CCCCC2,1,2
COCCN(C(=O)CSc1nnc(-c2cccc(F)c2)n1N)c1c(N)n(Cc2ccccc2)c(=O)[nH]c1=O,-1,-7
COc1ccc(Cc2nnc(SCC(=O)N3CCCC(C)C3)o2)cc1 (configuration not stated),-31,12
COCCCNC(=O)/C(C#N)=C/c1c(N2CCN(C)CC2)nc2ccccn2c1=O,-19,47*
COc1ccc2cc3cc(C(=O)N4CCN(C5CCCCC5)CC4)oc3nc2c1,-9,15
O=C(Oc1ccc(N2C(=O)CCC2=O)cc1)c1ccco1,-27,4
Cc1nc2c(C(=O)NCCC(C)C)c[nH]n2c(=O)c1Cl,-7,3
Cc1cccc(N/C(N)=N/c2nc(C(F)(F)F)cc(C(F)(F)F)n2)c1,-37,17
COc1ccc(NC(=O)c2ccco2)c(NC(=O)c2ccc([N+](=O)[O-])cc2)c1,-18,18
COc1ccccc1C(=O)N/N=C(\C)CC(=O)Nc1ccccn1,-20,30
Cc1cccc(OC(C)C(=O)N2CCN(Cc3ccc4c(c3)OCO4)CC2)c1 (configuration not stated),-12,-1
Nc1nc2nc(SCC(=O)N3CCCc4ccccc43)[nH]c2c(=O)[nH]1,-10,15
Cc1ccc(NC(=O)/C(C#N)=C/c2ccccc2C(F)(F)F)cc1,-14,18
O=[N+]([O-])c1ccc(Sc2n[nH]c(-c3ccncc3)n2)nc1,-18,35
Cc1ccc(-c2noc(CCC(=O)NCc3ccc4c(c3)OCO4)n2)cc1,-7,35
CCC(C)NC(=O)c1cccc(OCc2c(C)noc2C)c1 (configuration not stated),-8,16
COc1ccc(C(=O)Oc2cc(N)n(S(=O)(=O)c3ccc(C)cc3)n2)cc1,-17,28
COc1cc(CNc2ncn[nH]2)ccc1OCc1cccc(C)c1,-11,12
O=C(N1CCOCC1)N1CCN(c2ccccc2F)CC1,-16,3
COc1ccc(-c2nn(CCC(=O)O)cc2/C=C2\SC(N)=NC2=O)cc1OC,2,58
COc1ccc(-n2c(O)c(C=Nc3ccccc3)c3ccccc3c2=O)cc1,0,33
CSc1nnc(-c2cccc(NC(=O)c3ccccc3)c2)n1C,-22,7
SMILES,OX1R antag-1,OX1R antag-2
CN(C1CCCCC1)S(=O)(=O)c1cccc(C(=O)Nc2ccccn2)c1,-36,25
Cc1nn(C)c(C)c1S(=O)(=O)N1CCC(C(=O)Nc2ccc3c(c2)OCCO3)CC1,-12,12
O=C(NCCc1ccccc1)C1(c2ccccc2)CC1(Cl)Cl (configuration not stated),-24,33
Cc1ccc(NC(=O)c2cnccn2)c(C)c1,-17,-11
COc1ccc(NC(=O)Nc2ccc3c(c2)C(=O)N([C@H](C)CO)C[C@H](C)[C@@H](CN(C)C(=O)Nc2ccc4c(c2)OCO4)O3)cc1,1,9
CCCCC(=O)Nc1ccc(C(=O)OC2CCCCC2)cc1,-11,12
CN1CCCNc2nc3ccccc3nc21,-7,20
Cc1nc(N2CCN(c3ccccc3)CC2)[nH]c(=O)c1C,-12,-8
CCCC[C@H]1COCCS(=O)(=O)N1Cc1cccc([N+](=O)[O-])c1,-24,35
O=C(NCc1ccccn1)c1cccs1,-5,20
Cc1c(-c2ccccc2)nc2ccccc2c1C(=O)OCC(=O)Nc1ncc(C(F)(F)F)cc1Cl,-18,6
CC(Sc1nnc(N)s1)C(=O)NCc1ccc2c(c1)OCO2 (configuration not stated),-8,8
O=C(COC(=O)c1cc(=O)[nH]c2ccccc12)NC1CCCC1,-11,17
CN(C)C(=O)CSc1nnc(-c2ccncc2)n1Cc1ccco1,-3,12
O=C(Nc1ccccc1)c1cccc(N2CCCC2=O)c1,-17,8
COCCn1ccc2c(OCC(=O)NCc3ccccc3)cccc2c1=O,-22,22
COc1cc(/C=C(\NC(=O)c2ccccc2)C(=O)Nc2cccc(O)c2)c([N+](=O)[O-])cc1OC,-2,34
CCCCn1c(=O)c(C(=O)N/N=C/c2ccc(F)cc2)c(O)c2ccccc21,-7,15
CCCCn1c(SCC(=O)Nc2ccc3c(c2)OCO3)nc2c1c(=O)n(C)c(=O)n2C,-24,1
CC(C)C(NC(=O)C12CC3CC(CC(C3)C1)C2)C(=O)NC1=NCCS1 (configuration not stated),-26,19
COc1ccc(C)cc1NC(C)C(=O)NC(=O)NC1CCCCC1 (configuration not stated),-17,3

# A second format for 2 compounds above.
SMILES	OX1R antag-1	OX1R antag-2
COc1cc(/C=C(\NC(=O)c2ccccc2)C(=O)Nc2cccc(O)c2)c([N+](=O)[O-])cc1OC	-2	34
CCCCn1c(=O)c(C(=O)N/N=C/c2ccc(F)cc2)c(O)c2ccccc21	-7	15

# Source: PubChem (The Scripps Research Institute Molecular Screening Center)

# The order is random (roughly 2% active in at least one column).
